Source: PubChem BioAssay (Southern Research Specialized Biocontainment Screening Center)
M. tuberculosis: growth inhibition of non-replicating M. tuberculosis (AID 488890) | Mycobacterium tuberculosis non-replicating, growth inhibition; higher % means a stronger effect | inhibition, % at 25 µM, or IC50 in µM where a hit was titrated | 320,000 compounds, 0.39% hits; in the data active means a potency from the dose series; inconclusive means inhibition mostly from about 82% at the one dose, without a potency; inactive means the rest, 99 in 100 with inhibition below about 76%;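 further: plate controls were DMSO cells for no effect and high antibiotic wells for full effect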
influenza NS1A: H1N1 influenza NS1A inhibitors, functional cell based assay (AID 504329). NS1A functional cell-based assay, percent inhibition; higher % means a stronger effect. one-dose inhibition, % at 12.5 µM; IC50 in µM for titrated hits. 340,000 compounds, 0.3% hits; in the data active means a potency from the dose series; inconclusive means inhibition above about 27% without an active follow-up result; further: strong numbers were not always called active
H37Rv inhibition: M. tuberculosis growth inhibition, HTS (AID 449762); M. tuberculosis H37Rv growth inhibition, 7H9 media; higher % means a stronger effect; inhibition, % at 25 µM, or IC50 in µM where a hit was titrated; 330,000 compounds, 0.59% hits; in the data active means a potency from the dose series; inconclusive means inhibition above about 70% without an active follow-up result;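 further: bacterial growth assessed after seven days of incubation; strong numbers were not always called active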
VEEV TC-83 Vero: inhibitors of VEEV TC-83 cytopathic effect, confirmation, Vero cells (AID 588727) | Vero cells, VEEV TC-83 cytopathic effect inhibition; higher % means a stronger effect | one-dose inhibition, % at 20 µM; IC50 in µM for titrated hits | 350,000 compounds, 0.13% hits; in the data active means a potency from the dose series; inconclusive means inhibition mostly from about 14% at the one dose, without a potency; inactive means the rest, 99 in 100 with inhibition below about 12%; further: strong numbers were not always called active
Salmonella PhoP GFP: PhoP regulon inhibitors, Salmonella typhi PhoP promoter GFP reporter, confirmatory (AID 1850) | Salmonella Typhi PhoP-promoter GFP reporter, fluorescence, 4 h; higher % means a stronger effect | inhibition, % at 50 µM, or IC50 in µM where a hit was titrated | 310,000 compounds, 0.33% hits; in the data active means a potency from the dose series; inconclusive means inhibition mostly from about 25% at the one dose, without a potency; inactive means the rest, 99 in 100 with inhibition below about 19%;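 further: 0% = induced wells with vehicle and 100% = uninduced wells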
Starred values were filed as active, the others as inactive; i = inactive; ? = inconclusive; / = no result given.

#1 O=C(c1ccco1)N1N=C(c2ccc(Br)cc2)CC1c1ccco1 (stereo unspecified)
#2 CN1CCC2(CC1)NC(=O)C1=C(CN(C)CC1)N2
#3 O=C(CC1CCCCC1)Nc1ncn[nH]1
#4 CC(C)(C)OC(=O)C[C@@H]1C/C=C\C[C@@H](CC(=O)N(CCO)Cc2ccccc2)C(=O)N[C@H](Cc2c[nH]c3ccccc23)COC1=O
#5 CCCCCOc1ccccc1C(=O)NCCCC(=O)O
#6 CC(C)Nc1nc(NC(C)C)nc(Oc2ccc(/C=N/O)cc2)n1
#7 O=C(N/N=C/c1ccoc1)c1ccccc1O
#8 CC(C)(C)NC(=O)C[C@H]1C[C@H](C(=O)N2CCOCC2)[C@@]2(CCC3CCCC3)c3[nH]c4ccc(Cl)cc4c3CCN2C1=O

Screen / compound no.	1	2	3	4	5	6	7	8
M. tuberculosis	8%	-11%	1%	67%	-7%	-1%	28%	/
influenza NS1A	-15%	3%	8%	0%	-1%	8%	-2%	-1%
H37Rv inhibition	13%	5%	-12%	-2%	-3%	-5%	-5%	/
VEEV TC-83 Vero	7.9%	1.6%	1.3%	1.7%	i	7.5%	i	?
Salmonella PhoP GFP	/	18%	0%	/	-2%	-10%	-15%	/

Record cards, as listed above. Order of screens: M. tuberculosis | influenza NS1A | H37Rv inhibition | VEEV TC-83 Vero | Salmonella PhoP GFP
Listed for CC(C)Nc1nc(NC(C)C)nc(Oc2ccc(/C=N/O)cc2)n1 = -1% | 8% | -5% | 7.5% | -10%
Listed for CCCCCOc1ccccc1C(=O)NCCCC(=O)O = -7% | -1% | -3% | i | -2%
Listed for CC(C)(C)NC(=O)C[C@H]1C[C@H](C(=O)N2CCOCC2)[C@@]2(CCC3CCCC3)c3[nH]c4ccc(Cl)cc4c3CCN2C1=O = / | -1% | / | ? | /
Listed for CC(C)(C)OC(=O)C[C@@H]1C/C=C\C[C@@H](CC(=O)N(CCO)Cc2ccccc2)C(=O)N[C@H](Cc2c[nH]c3ccccc23)COC1=O = 67% | 0% | -2% | 1.7% | /
Listed for O=C(N/N=C/c1ccoc1)c1ccccc1O = 28% | -2% | -5% | i | -15%

Following part.
#9 CC(=O)NC(CCS(C)(=O)=O)C(=O)Nc1cccc2ccccc12 (stereo unspecified)
#10 CCCC1(c2ccccc2)NC(=O)N(CC(=O)Nc2cc(C)ccc2OC)C1=O (stereo unspecified)
#11 COc1ccc(N(CC(C)C)S(=O)(=O)c2nnc(NC(=O)c3ccco3)s2)cc1
#12 Cc1cccc(C(=O)NC2CCN(CC(=O)N3CCOCC3)CC2)c1
#13 Cc1ccc2c(c1)C1CC(C)(O2)N(c2cccc(C(=O)N3CCN(c4ccccn4)CC3)c2)C(=O)N1 (stereo unspecified)
#14 CCOC(=O)C(NC(=O)c1ccccc1)(OCc1ccc(F)cc1)C(F)(F)F (stereo unspecified)
#15 COCC(C)NC(=O)CSc1nc2nn(-c3ccccc3)c(=O)c-2c2n1CCCCC2 (stereo unspecified)
#16 CC(NC(=O)CSc1cccc(C(F)(F)F)c1)c1ccccc1 (stereo unspecified)

Screen / compound no.	9	10	11	12	13	14	15	16
M. tuberculosis	-12%	15%	26%	-13%	35%	-1%	5%	61%
influenza NS1A	-1%	8%	4%	7%	-1%	-9%	-5%	-6%
H37Rv inhibition	4%	10%	-6%	-2%	7%	-4%	9%	-4%
VEEV TC-83 Vero	0.7%	3.3%	i	4.8%	11%	i	1.9%	i
Salmonella PhoP GFP	-6%	7%	4%	0%	-11%	4%	1%	-3%

#17 COc1cc2c(cc1OC)CN(C(=O)CCC(=O)c1ccc(F)cc1)CC2
#18 CCOc1ccccc1NC(=O)[C@@H](NC(=O)c1ccccc1F)C(C)C
#19 Cc1cc(N2C(=O)C(O)=C(C(=O)c3cccs3)C2c2ccc(F)cc2)no1 (stereo unspecified)
#20 O=C(CNC(=O)c1ccncc1)N/N=C/c1ccccn1
#21 O=C(O)c1ccccc1Cc1ccc2c(c1)CCCC2
#22 COC(=O)c1cccc(C(=O)N2CCC(CCC(=O)NCc3ccc(F)cc3)CC2)c1
#23 COc1cc(/C=C/C(=O)O)ccc1OCc1cnc(Cl)s1
#24 CCCCNC(=O)n1c(=O)oc2ccc(Cl)cc21

Screen / compound no.	17	18	19	20	21	22	23	24
M. tuberculosis	20%	15%	22%	15%	/	9%	-13%	/
influenza NS1A	-1%	18%	9%	-16%	-4%	-3%	/	-4%
H37Rv inhibition	0%	0%	-3%	-2%	/	1%	10%	-2%
VEEV TC-83 Vero	8.4%	i	0.8%	i	1.0%	2.8%	2.7%	2.0%
Salmonella PhoP GFP	/	3%	5%	-1%	/	7%	5%	-5%

#25 CCOC(=O)c1sc(NC(=O)CSc2nnc(Cc3ccccc3)o2)c(C(=O)OCC)c1C
#26 Cn1cccc/c1=N\c1cccc[n+]1C
#27 Cn1c2ccccc2c2nnc(SCC(=O)Nc3cccc(C(=O)O)c3)nc21
#28 Cc1cc(C)c(-c2cc(NC(=O)COC(=O)c3ccc(CO)cc3)n(-c3ccccc3)n2)cc1C
#29 CC(=O)c1cnc(-c2ccccc2Cl)s1
#30 c1cncc(CSc2nnc3ccc(-c4cccs4)nn23)c1
#31 CCCS(=O)(=O)N1CCCC(C(=O)c2cccc(Cl)c2)C1 (stereo unspecified)
#32 Cc1cccc(C)c1-n1c(C)nn(Cc2ccc([N+](=O)[O-])cc2)c1=O

Screen / compound no.	25	26	27	28	29	30	31	32
M. tuberculosis	38%	-2%	-19%	17%	9%	3%	6%	-5%
influenza NS1A	6%	/	14%	-20%	-5%	-8%	3%	6%
H37Rv inhibition	?	-3%	-7%	9%	-5%	-1%	2%	-15%
VEEV TC-83 Vero	i	6.8%	i	0.3%	1.7%	0.7%	1.6%	2.5%
Salmonella PhoP GFP	3%	-7%	2%	-5%	0%	3%	4%	4%

#33 S=c1nc(-c2ccc(Br)cc2)[nH]c2ccccc12
#34 CCn1cc(C(=O)N2CCN(C(=O)c3ccco3)CC2)c2cc(OC)c(OC)cc2c1=O
#35 CCC1(CC)Cc2ccccc2-c2nc(CCl)[nH]c(=O)c21
#36 COc1ccccc1NC(=O)N1CCc2c([nH]c3ccccc23)C1C(F)(F)F (stereo unspecified)
#37 CC1(C)Cc2c(C#N)c(NCCN3CCOCC3)nc(-c3ccco3)c2CO1
#38 C=CCc1ccccc1OCC(O)CN(C(C)C)C(C)C (stereo unspecified)
#39 O=C(NCc1ccccc1)C1Nc2ccc(OC(F)(F)F)cc2C2C=CCC12 (stereo unspecified)
#40 CS(=O)(=O)N1CCN(CC2CC3C=CC2C3)CC1 (stereo unspecified)

Screen / compound no.	33	34	35	36	37	38	39	40
M. tuberculosis	-4%	-4%	79%	5%	3%	44%	1%	1%
influenza NS1A	-9%	3%	-5%	1%	-3%	-1%	-1%	-5%
H37Rv inhibition	4%	-6%	5%	8%	-15%	-1%	-2%	-4%
VEEV TC-83 Vero	0.9%	0.1%	3.2%	9.6%	i	1.8%	0.2%	1.7%
Salmonella PhoP GFP	1%	4%	-7%	-5%	-8%	-4%	1%	-5%

#41 CCOC(=O)c1cc(C(=O)OCC)c(=O)[nH]c1N1CCCCC1
#42 O=C(Nc1ccc(CN2CCOCC2)cc1)c1ccc(Br)cc1
#43 O=C(NCc1ccco1)c1cc(S(=O)(=O)N2CCCC2)ccc1Cl
#44 Cc1cc(C)cc(NC(=S)/C(=C(\[O-])c2ccc(Cl)cc2Cl)[n+]2ccccc2)c1
#45 CCN1CCc2c(sc(NC(=O)CN3C(=O)c4ccccc4C3=O)c2C(N)=O)C1
#46 CCOc1ccc(S(=O)(=O)N(CC(=O)NCC(F)(F)F)Cc2ccco2)cc1
#47 O=C(CSc1nc(C(F)(F)F)cc(=O)[nH]1)N1CCOCC1
#48 CCC(C(=O)OCC(=O)Nc1ccccc1-c1ccccc1)c1ccccc1 (stereo unspecified)

Screen / compound no.	41	42	43	44	45	46	47	48
M. tuberculosis	?	29%	-2%	21%	-15%	-18%	-1%	12%
influenza NS1A	-2%	2%	5%	13%	0%	-9%	-4%	7%
H37Rv inhibition	?	4%	-7%	0%	-8%	11%	-1%	2%
VEEV TC-83 Vero	1.2%	0.2%	2.6%	13%	1.0%	0.5%	1.0%	1.6%
Salmonella PhoP GFP	-4%	-6%	-8%	0%	-2%	-5%	-2%	-5%

Carrying on:
Under each structure – M. tuberculosis	influenza NS1A	H37Rv inhibition	VEEV TC-83 Vero	Salmonella PhoP GFP
(49) COC(CNC(=O)c1ccc(-n2c(=S)[nH]c3ccccc3c2=O)cc1)OC
    24%	-8%	1%	3.2%	-2%
(50) COc1cc(OC)cc(C(=O)OCC(=O)c2cc(C)n(CC3CCCO3)c2C)c1 (stereo unspecified)
    24%	4%	-3%	5.1%	/
(51) COc1ccc(C)cc1NC(=O)CO/N=C(\N)CC(=O)NC1CCCCC1
    8%	-13%	-9%	2.8%	/
(52) CC(C)C12CN3CC(C(C)C)(CN(C1)C3c1ccc3c(c1)OCO3)C2=O (stereo unspecified)
    1%	-6%	1%	i	4%
(53) CC(=O)Nc1ccc2c(c1)C(=O)N(c1cccc(C)c1)C2=O
    -10%	1%	1%	2.7%	9%
(54) Cc1ccc(C)c(Nc2c([N+](=O)[O-])cc(C(=O)N3CC(=O)Nc4ccccc43)cc2[N+](=O)[O-])c1
    9%	24%	?	9.9%	-2%
(55) CCOc1ccc(S(=O)(=O)Nc2ccccc2C(=O)N2CCCC2)cc1
    -1%	-4%	-2%	2.1%	6%
(56) CN(C)S(=O)(=O)c1ccc(C(=O)Nc2cc(=O)n(C)c(=O)n2C)cc1
    -9%	-7%	6%	1.4%	23%
(57) CCOC(=O)c1ccccc1NC(=O)Cn1cnc2c(cnn2-c2ccc(OC)cc2)c1=O
    -3%	/	-6%	/	13%
(58) COc1ccc(-c2oc3ccccc3c2C(=O)Oc2ccccc2)cc1
    -12%	-5%	49%	5.1%	-13%
(59) COc1ccc(NC(=O)C2CCOC(C)(C)C2)cc1 (stereo unspecified)
    4%	/	0%	3.5%	7%
(60) N#Cc1ccc(OCC(=O)OCC(=O)NC2CC2)cc1
    -1%	-9%	-3%	1.1%	/
(61) COc1cc(Cl)c(C)cc1NC(=O)CSC
    -5%	4%	0%	7.0%	-6%
(62) CC(OC(=O)c1cc(=O)[nH]c2ccccc12)C(=O)c1ccccc1 (stereo unspecified)
    5%	/	-2%	8.4%	2%
(63) CCOC(=O)C1(Cc2ccc(OC)cc2)CCN(C(=O)c2ccoc2C)CC1
    11%	-9%	6%	1.3%	4%
(64) O=C1COc2ccc(C(=O)/C=C/c3ccccc3)cc2N1
    71%	13%	25%	4.2%	1%
(65) COC(=O)CCCC1=CC2=C(c3ccccc3)C(=O)C(C)(OC(=O)C3CCCC3)C(=O)C2=CN1CCc1c[nH]c2ccccc12 (stereo unspecified)
    35%	2%	4%	2.7%	5%
(66) COc1cc(SC)ccc1C(=O)Nc1ccc(Cl)cn1
    15%	-10%	17%	0.2%	-4%
(67) Cc1ccc(C)c(S(=O)(=O)N2CCN(C(=O)c3sccc3C)CC2)c1
    -2%	6%	0%	i	2%
(68) CCCS(=O)(=O)c1c(S(=O)(=O)CCC)c2c(C)cccn2c1C(=O)OC
    78%	3%	-14%	6.3%	-6%
(69) COc1ccccc1OCc1ccc(C(=O)Nc2ccncc2)o1
    19%	-9%	-1%	i	-2%
(70) COc1cc(/C=N/NC(=O)c2cccnc2)cc2c1OCO2
    -8%	5%	-5%	8.7%	-4%
(71) CCC(=O)c1ccc(OCC(=O)OCC(=O)N2c3ccccc3NC(=O)C2(C)C)cc1
    5%	-2%	0%	i	4%
(72) Cc1ccc(NC(=S)N2CCN(S(=O)(=O)c3ccc(F)cc3)CC2)cc1
    -2%	24%	-2%	0.4%	5%
(73) NS(=O)(=O)c1ccc(CNC(=O)/C=C/c2cccc(Cl)c2)cc1
    26%	-8%	13%	0.2%	12%
(74) CCn1c(SCC(=O)Nc2cc(NC(C)=O)ccc2OC)nnc1-c1ccccn1
    -8%	1%	-4%	0.1%	-2%

4 compounds drawn at random from those above, as already listed:
Under each structure – M. tuberculosis	influenza NS1A	H37Rv inhibition	VEEV TC-83 Vero	Salmonella PhoP GFP
(53) CC(=O)Nc1ccc2c(c1)C(=O)N(c1cccc(C)c1)C2=O
    -10%	1%	1%	2.7%	9%
(69) COc1ccccc1OCc1ccc(C(=O)Nc2ccncc2)o1
    19%	-9%	-1%	i	-2%
(60) N#Cc1ccc(OCC(=O)OCC(=O)NC2CC2)cc1
    -1%	-9%	-3%	1.1%	/
(67) Cc1ccc(C)c(S(=O)(=O)N2CCN(C(=O)c3sccc3C)CC2)c1
    -2%	6%	0%	i	2%
